Source: PubChem BioAssay (National Center for Advancing Translational Sciences (NCATS))
ERG-DNA inh: inhibitors of human ERG Ets domain-DNA interaction; P11308; fluorescence polarization, His-ERG Ets domain / labelled DNA; Potency, µM (titrated, usually from 76.9 µM), for the others: top-dose FP activity, negative = inhibition, actives largely listed as inhibitors; hit rate 0.028% among 370,000; active = well fitted inhibition curve with a large enough effect in the polarisation, with a control signal flat; inconclusive = small, poorly fitted or top-dose-only effect, or effect the other way, or a change in a side signal; inactive = no such curve, though single readings can be large or run the other way; the % refers to the polarisation;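 also: polarization taken with two DNA probes labelled with fluorescein and Texas red; potency is read from the fitted curve at half-maximal effect; % of control where 0% means no effect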
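His-tagged ERG Ets domain (1 uM in the protein solution; 300mM KCl, 50mM Tris-HCl, 1mM EDTA, 1mM DTT, pH 7.5) received compound, then a probe mix of 5 nM fluorescein-DNA and 100nM Texas-615-DNA. Fluorescence polarization was read for both dyes.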
TRHR ag: agonists of human TRH receptor; P34981; TRHR cells, calcium flux fluo-8, FDSS agonist mode; activation, % at 2 µM; hit rate 0.18% among 360,000; AID 493084; in the data active = activation above about 30%; also: 0% is about no effect
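TRHR-expressing cells loaded with fluo-8 calcium dye; 23 nL library compound pin-transferred, kinetic FDSS fluorescence (Ex 480/Em 530) recorded about 180 s for agonist-induced calcium release, before a 10 nM TRH EC20 addition for potentiator mode.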
POLK inh: blocks human DNA polymerase kappa activity | hit rate 0.53% among 400,000 | AID 588579 | Potency, µM (top dose mostly 107 µM), inactives show top-dose activity, negative = inhibition, usual class: inhibitors | purified Pol kappa, fluorescent DNA synthesis assay, 10 min; also: potency is read from the fitted curve at half-maximal effect; % is scaled to controls: 0 for no effect and ±100 for the full control effect
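First, compounds were pin-transferred onto 10 nM Pol kappa. After 15 min at room temperature, substrate was added to 50 nM final. Fluorescence was then measured kinetically at 0 and 10 min.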
BLM helicase inh: blocks DNA unwinding by human BLM helicase. Potency, µM (top dose mostly 56.1 µM), without a hit: top-dose activity change, negative = inhibition, most hits filed as inhibitors. AID 2528. hit rate 0.2% among 350,000. recombinant BLM DNA unwinding, fluorescence dequenching;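 also: potency is read from the fitted curve at half-maximal effect; plate controls were vehicle for no effect and no enzyme for full effect; nearly all actives have a fitted effect of over 35% in size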
Target sequence (P54132 whole entry, looked up): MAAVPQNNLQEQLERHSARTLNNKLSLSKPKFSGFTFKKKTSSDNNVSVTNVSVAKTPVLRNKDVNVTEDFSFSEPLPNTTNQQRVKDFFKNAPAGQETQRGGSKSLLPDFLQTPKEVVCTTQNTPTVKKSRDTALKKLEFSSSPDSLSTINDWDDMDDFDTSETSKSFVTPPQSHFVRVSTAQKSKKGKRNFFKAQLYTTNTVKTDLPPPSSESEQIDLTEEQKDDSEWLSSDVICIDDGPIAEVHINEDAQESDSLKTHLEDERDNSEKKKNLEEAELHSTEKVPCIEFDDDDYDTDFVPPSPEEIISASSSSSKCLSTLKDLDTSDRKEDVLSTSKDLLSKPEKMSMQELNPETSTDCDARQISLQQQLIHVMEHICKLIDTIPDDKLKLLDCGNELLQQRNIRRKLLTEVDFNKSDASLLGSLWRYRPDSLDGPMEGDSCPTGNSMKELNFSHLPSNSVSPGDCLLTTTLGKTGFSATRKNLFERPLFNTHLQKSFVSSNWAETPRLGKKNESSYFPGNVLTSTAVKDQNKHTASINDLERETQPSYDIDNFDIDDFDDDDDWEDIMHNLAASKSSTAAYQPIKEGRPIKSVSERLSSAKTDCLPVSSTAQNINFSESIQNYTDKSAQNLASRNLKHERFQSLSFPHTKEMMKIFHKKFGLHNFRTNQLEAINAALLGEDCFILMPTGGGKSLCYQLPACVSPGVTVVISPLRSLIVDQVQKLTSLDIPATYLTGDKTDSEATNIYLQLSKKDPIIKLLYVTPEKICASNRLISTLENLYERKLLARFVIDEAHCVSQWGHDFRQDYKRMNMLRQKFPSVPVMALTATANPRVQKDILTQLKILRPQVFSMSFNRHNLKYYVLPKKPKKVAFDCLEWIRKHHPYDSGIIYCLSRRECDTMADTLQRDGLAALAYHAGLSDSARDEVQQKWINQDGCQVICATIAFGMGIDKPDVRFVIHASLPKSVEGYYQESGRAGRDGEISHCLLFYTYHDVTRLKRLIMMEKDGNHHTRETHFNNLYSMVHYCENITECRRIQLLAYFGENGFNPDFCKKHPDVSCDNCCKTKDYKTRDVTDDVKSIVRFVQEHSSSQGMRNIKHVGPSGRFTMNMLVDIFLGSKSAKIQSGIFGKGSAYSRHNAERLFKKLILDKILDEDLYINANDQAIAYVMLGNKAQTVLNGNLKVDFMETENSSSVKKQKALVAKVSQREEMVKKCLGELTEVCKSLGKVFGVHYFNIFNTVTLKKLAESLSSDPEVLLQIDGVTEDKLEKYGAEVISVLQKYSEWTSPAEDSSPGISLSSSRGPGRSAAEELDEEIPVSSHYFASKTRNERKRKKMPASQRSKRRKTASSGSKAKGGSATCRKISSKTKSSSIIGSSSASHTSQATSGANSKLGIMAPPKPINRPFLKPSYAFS
POLI inh: DNA polymerase iota (human) inhibition; Q9UNA4; Pol iota fluorescent replication assay, 10 min; Potency, µM (doses to about 115 µM), for the others: at the top dose activity, negative = inhibition, usual class: inhibitors; hit rate 1% among 390,000; AID 588590; also: potency is read from the fitted curve at half-maximal effect
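Pol iota at 10 nM preincubated 15 min with compounds at room temperature; reaction started with fluorescent substrate, 50 nM final. Fluorescence read kinetically at 0 and 10 min; buffer-only wells as negative control.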
POLB inh: inhibitors of human DNA polymerase beta; P06746; Pol beta primer extension/strand displacement, fluorescence kinetic; Potency, µM (doses to about 114 µM), without a hit: at the top dose activity change, negative = inhibition, hits mostly inhibitors; hit rate 1.3% among 340,000; AID 485314; also: potency is read from the fitted curve at half-maximal effect; % is scaled to controls: 0 for no effect and ±100 for the full control effect
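Reaction started by 50 nM substrate onto compound-treated Pol beta (10 nM, 15 min preincubation, room temperature); plates read at 0 min and 10 min. Normalized concentration-effect data fitted by four-parameter Hill equation.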
APE1 inh: APE1 (human) endonuclease inhibition | P27695 | recombinant APE1, TAMRA/BHQ-2 abasic DNA cleavage fluorescence | Potency, µM (doses to about 65.8 µM), inactives show top-dose activity change, negative = inhibition, usual class: inhibitors | hit rate 0.35% among 350,000 | AID 2517;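 also: potency is read from the fitted curve at half-maximal effect; plate controls were vehicle for no effect and reference inhibitor for full effect; nearly all actives have a fitted effect of over 55% in size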
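0.75 nM APE1 + cpd, 15 min RT; start w/ 50 nM TAMRA/BHQ-2 THF-abasic dsDNA; kinetic fluor 525/598 nm ×3 reads @60 s; Δ(read3−read1); normalized to DMSO and NSC13755 control wells.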
Anesthetic bind: binds horse apoferritin like a general anesthetic. P02791. apoferritin/1-aminoanthracene competitive binding, fluorescence. Potency, µM (highest dose often 77.5 µM), without a hit: top-dose activity change, negative = displacement, usual class: inhibitors. hit rate 0.074% among 350,000; also: potency is read from the fitted curve at half-maximal effect; % is scaled to controls: 0 for no effect and ±100 for the full control effect; nearly all actives have a fitted effect of over 20% in size
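Probe: 1-aminoanthracene (50% saturated, PBS). Protein: horse-spleen apoferritin, 10 uM. Incubation: 10 min, room temperature. Detection: 380 nm excitation, 535 nm emission. Analysis: normalized response, four-parameter Hill.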
ALOX12 inh: blocks human arachidonate 12S-lipoxygenase | purified 12hLO, xylenol orange hydroperoxide absorbance | Potency, µM (top dose mostly 108 µM), inactives show at the highest dose activity change, negative = inhibition, actives largely listed as inhibitors | hit rate 1.1% among 580,000 | AID 1671190; also: potency is read from the fitted curve at half-maximal effect; % is scaled to controls: 0 for no effect and ±100 for the full control effect
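Purified human 12hLO at 150 nM in 25 mM Hepes, 0.01% Triton X-100, pH 7.0, preincubated 15 min at room temperature with compound. Reaction started with 40 uM arachidonic acid, 30 min at room temperature. Hydroperoxide measured by Fe-xylenol orange, 573/405 nm absorbance ratio.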
* hit, by the source's call; i = inactive; ? = inconclusive; . = no result given; [ ] = another dose, or the depositor's remark. Unless noted, calls follow the shape of the dose curve; as a rule, active = well fitted curve in the direction sought with a large enough effect; inconclusive = small, poorly fitted or top-dose-only effect, or another doubt; inactive = no such curve, though single readings can be large; an effect the other way counts as inactive or inconclusive. These rows are one share of the data, so the mix of outcomes need not match the whole.

SMILES	ERG-DNA inh	TRHR ag	POLK inh	BLM helicase inh	POLI inh	POLB inh	APE1 inh	Anesthetic bind	ALOX12 inh
Cc1ccc(C)c(NC(=O)CCC(=O)NN=C2CCCC2)c1	6%	-0.1	13%	-3%	27%	-18%	-18%	?	6%
COC(=O)c1cc2c(ccn2C)n1C	5%	-0.6	0%	-6%	22%	21%	11%	-10%	?
Cc1cc(NC(=O)CN2C(=O)C3CC=CCC3C2=O)no1 (stereo not drawn)	-4%	-0.1	-6%	1%	13%	3%	4%	-10%	0%
CCCCCSc1nnc(N)s1	-5%	1.1	-23%	1%	13%	4%	9%	?	49%[activator]
COCc1cc(C)nc2sc(C(=O)NCCO)c(-n3cccc3)c12	3%	0.3	5%	-2%	27%	20%	16%	0%	9%
Cn1c(SCC(=O)NC2CCCCC2)nnc1-c1cc2cc(Cl)ccc2o1	5%	1.0	5%	-3%	11%	1%	1%	-7%	0%
COc1cccc(/C=N/NC(=O)c2cnccn2)c1	-10%	0.5	6%	3%	26%	29%	15%	-5%	?
O=C(Nc1ccc(F)cc1)N1CCCCCC1	4%	0.3	4%	-1%	63%[activator]	26%	25%	?	-28%
Oc1c(N=NC(=S)Nc2ccccc2F)c2ccccc2n1Cc1ccccc1F	0%	-0.3	-7%	-4%	14%	25%	26%	-9%	-9%
O=C(CN(CCc1ccccc1)C(=O)CNS(=O)(=O)c1ccc(F)cc1)NCC1CCCO1 (stereo not drawn)	1%	0.0	-7%	1%	10%	1%	-3%	-8%	-12%
CNC(=O)c1sccc1-n1cccc1	3%	0.6	-11%	-2%	6%	36%	16%	-13%	-8%
COc1cccc(-c2nn(C)c3sc(C(=O)NCc4ccc5c(c4)OCO5)cc23)c1	-16%	0.7	5%	0%	1%	17%	-6%	4%	14%
Cc1ccc(-n2nc(C)c(C(=O)NCCCN3CCN(c4cccc(Cl)c4)CC3)c2-n2cccc2)cc1	0%	0.5	-12%	-8%	-4%	-16%	.	157%[activator]	?
CN1CCN(/N=C/c2ccc(C#N)cc2)CC1	19%	0.8	-4%	-1%	21%	0%	1%	-2%	2%
Oc1ccc(Cc2ccc(Cl)cc2)c(O)c1	8%	1.5	0%	-10%	-25%	1%	56%[activator]	?	?
Nc1nnnn1CC(=O)N/N=C/c1cccs1	2%	-0.5	1%	-3%	-24%	49%	0%	-6%	109%[activator]
CCOc1ccc(Nc2nc3cc(Cl)c(Cl)cc3nc2-n2nc(C)cc2C)cc1	2%	1.1	-17%	-1%	15%	3%	.	-2%	-8%
CCCCN(CCCC)C(=O)/C=C/c1cccc([N+](=O)[O-])c1	-1%	1.1	-9%	-5%	13%	-11%	-7%	3%	?
CC(=O)C(C)n1c(CN2CCN(C(=O)c3ccco3)CC2)nc2c1c(=O)n(C)c(=O)n2C (stereo not drawn)	-10%	0.3	3%	-2%	16%	37%	-3%	-1%	1%
O=C(COc1ccc(C(=S)N2CCCC2)cc1)Nc1ccccc1C(F)(F)F	-2%	0.0	-8%	-4%	76%[activator]	81%	16%	-13%	0%

Sorted by value in POLK inh (largest number first): 3 from the list above.
structure,POLK inh
COc1cccc(/C=N/NC(=O)c2cnccn2)c1,6%
COCc1cc(C)nc2sc(C(=O)NCCO)c(-n3cccc3)c12,5%
Cc1cc(NC(=O)CN2C(=O)C3CC=CCC3C2=O)no1 (stereo not drawn),-6%

The listing continues.
SMILES	ERG-DNA inh	TRHR ag	POLK inh	BLM helicase inh	POLI inh	POLB inh	APE1 inh	Anesthetic bind	ALOX12 inh
O=C(COC(=O)C1CC2C=CC1C2)Nc1cccc(S(=O)(=O)N2CCOCC2)c1 (stereo not drawn)	22%	0.1	4%	0%	38%[activator]	0%	-7%	-2%	28%
O=[N+]([O-])c1cc([N+](=O)[O-])c(Oc2c(F)cc(F)cc2F)cc1NN1CCCCC1	-6%	-0.2	-18%	-1%	0%	7%	-30%	-17%	-9%
COc1ccc(-n2c(=O)[nH]c3c(C(N)=O)nc(C4CCCCC4)nc32)cc1	-2%	0.2	-8%	-4%	11%	20%	-1%	-8%	-5%
Cn1ncc2c(Nc3ccc(O)cc3)nc(Cl)nc21	-2%	-0.9	5%	-6%	23%	0%	13%	1%	12%
COc1ccc(N2C(=O)CCC(C(=O)N3CCOCC3)C2c2ccc(F)cc2)cc1 (stereo not drawn)	8%	-0.1	-7%	-1%	5%	-14%	-3%	-8%	5%
N#C/C(=C/c1cccs1)c1ccccn1	-6%	0.0	2%	2%	32%	2%	-1%	1%	0%
Cc1ccc(O)c(Nc2nc3ccccc3c3nncn23)c1	14%	0.7	8%	-3%	-18%	4%	.	5%	-16%
O=S1(=O)C=C(Sc2nc3cc(Cl)ccc3o2)c2ccccc21	-4%	1.6	-8%	-8%	?	6%	-8%	-16%	.
CN(C)S(=O)(=O)c1ccc(N2CCCC2)c(C(=O)NC(c2ccccc2)c2ccccc2)c1	-5%	-0.6	-4%	-6%	-9%	12%	-9%	-16%	0%
O=C(Nc1ccc(C2SCCS2)cc1)c1ccccc1	9%	0.1	-10%	-3%	5%	28%	4%	-4%	0%
O=C(c1ccc(Cl)c(Cl)c1)N1CCC(=O)N(C(CO)Cc2ccccc2)CC1 (stereo not drawn)	-9%	.	-3%	.	-1%	.	.	.	-1%
Fc1ccc2nc3[nH]c4ccccc4c3nc2c1	0%	0.6	-21%	-3%	-4%	1%	-1%	113%[activator]	0%
COc1ccc(NC(=O)c2c(C)oc3ccc(O)c(CN4CCN(Cc5ccccc5)CC4)c23)cc1	-4%	0.4	11%	2%	-8%	21%	.	2%	3%
Cc1nn(CC(=O)NCC(C)c2ccccc2)c(=O)c2cc3ccccc3n12 (stereo not drawn)	-1%	-0.2	5%	-5%	-2%	5%	.	6%	2%
COc1cnc(-c2ccccn2)nc1Sc1c(Cl)cccc1Cl	-3%	-0.1	-7%	-9%	10%	38%	6%	-11%	0%
COc1cc(/C=C(\NC(C)=O)C(=O)Nc2cccc(O)c2)ccc1OC(C)=O	10%	0.1	2%	3%	71%[activator]	34%	4%	-13%	10%
C=CCn1c(C(CCCC)CC(O)COCC(C)C)n[nH]c1=S (stereo not drawn)	5%	-1.1	1%	-4%	40%[activator]	0%	1%	-15%	?
COc1ccc(CNC(=O)CN(c2ccc(C(C)C)cc2)S(=O)(=O)c2c(C)noc2C)cc1	4%	0.6	-1%	-3%	12%	-2%	-10%	-5%	13%
CCCn1nnnc1NCc1ccccc1C	-5%	0.1	-2%	1%	88%[activator]	5%	2%	-2%	-13%
CC(=O)Nc1ccc(S(=O)(=O)NCC2CCC(C(=O)NC3CCCCCC3)CC2)cc1 (stereo not drawn)	-3%	0.3	2%	0%	-2%	18%	14%	-4%	-16%
Cc1ccc(OCc2cc(C(=O)N3CCCC3)no2)cn1	3%	0.0	-6%	-3%	-6%	12%	37%[activator]	-3%	-3%
COc1ccc(NC(=O)C2CCCN(c3ncnc4onc(-c5ccc(F)cc5)c34)C2)cc1 (stereo not drawn)	3%	0.1	-9%	-3%	-9%	?	-6%	-18%	11%
O=C(NC1CC2CCCC(C1)N2C1CC1)NC12CC3CC(CC(C3)C1)C2 (stereo not drawn)	.	0.6	.	1%	.	-12%	19%	7%	.
[O-][n+]1onc2c1CCC(=N/O)/C2=N\Nc1ccccc1	.	0.6	.	32µM*	.	40µM*	?	-12%	.
COc1ccc(CCNC(=O)C2CCCN2C(=O)Nc2ccc(F)cc2)cc1OC (stereo not drawn)	-1%	0.4	-14%	0%	39%[activator]	40%	28%	-2%	?
CCCCCCC(=O)NNC(=O)c1c(O)c2ccccc2n(CC)c1=O	-2%	3.0	-6%	-10%	-11%	0%	0%	-13%	0%
O=C(COC(=O)c1c(F)cccc1F)NCc1cccs1	5%	.	-15%	.	-1%	.	49%[activator]	.	25%
CCOC(=O)c1ccc2c(c1)N(Cc1cccc(C(F)(F)F)c1)C(=O)c1ccccc1S2(=O)=O	-5%	0.3	-15%	-11%	16%	-11%	.	?	-16%
CC(C)C(=O)Nc1cccc(NC(=O)c2cccc(F)c2)c1	0%	-0.2	0%	3%	43%	-11%	3%	-5%	2%
CCOC(=O)COn1c2c(c3c4no[n+]([O-])c4ccc31)CCCC2	-1%	-0.3	-16%	-2%	4%	2%	-3%	-7%	0%
Cc1nc[nH]c(=O)c1Br	-3%	0.1	-14%	-3%	117%[activator]	24%	2%	-7%	22%
CCCN(C(=O)Cc1c(C(=O)O)n(C)c2ccccc12)c1cccc(C)c1	1%	1.3	1%	0%	-5%	63%	13%	2%	i
Cc1c(-c2ccccc2)nc2ccccc2c1C(=O)Oc1ccc([N+](=O)[O-])cc1	0%	0.3	-19%	-4%	3%	12%	1%	-10%	21%
Cc1cc(C)c2c(n1)nn1c(C3CC3)cc(C(F)(F)F)nc21	-7%	.	-20%	.	-5%	.	.	.	7%
O=c1oc2cc(Oc3c([N+](=O)[O-])cc(C(F)(F)F)cc3[N+](=O)[O-])ccc2c2c1CCCC2	-9%	-0.7	-6%	0%	?	12%	-3%	140%[activator]	-3%

Part of the list above, set out differently:
compound,ERG-DNA inh,TRHR ag,POLK inh,BLM helicase inh,POLI inh,POLB inh,APE1 inh,Anesthetic bind,ALOX12 inh
CC(C)C(=O)Nc1cccc(NC(=O)c2cccc(F)c2)c1,0%,-0.2,0%,3%,43%,-11%,3%,-5%,2%
O=C(NC1CC2CCCC(C1)N2C1CC1)NC12CC3CC(CC(C3)C1)C2 (stereo not drawn),.,0.6,.,1%,.,-12%,19%,7%,.
COc1ccc(NC(=O)C2CCCN(c3ncnc4onc(-c5ccc(F)cc5)c34)C2)cc1 (stereo not drawn),3%,0.1,-9%,-3%,-9%,?,-6%,-18%,11%
